HEK293 tox: cytotoxic in the GLP-1 receptor inverse agonist counter-screen. HEK293 cAMP-luciferase reporter cells, luminescence, 24 h. Potency, µM (doses to about 38.3 µM), for the others: at the top dose activity change, negative = inhibition, usual class: inhibitors. hit rate 0.13% among 410,000. AID 624418;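 further: loss of luciferase light is scored as toxicity; potency means the concentration at half of the fitted maximal effect; on the % scale 0 is the no-effect control and ±100 the full control effect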
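To flag toxic compounds, the library was rerun on cells for 24 hr at 37 deg C and 5% CO2. Viability-linked luminescence was captured 12 min after adding luciferase detection reagent.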
GLP-1R inv ag: GLP-1 receptor (human) inverse agonism. hit rate 1.6% among 410,000. HEK293 GLP-1R CRE-luciferase, luminescence, 24 h; GLP-1R form is constitutively active. Potency, µM (titrated, usually from 38.3 µM), for inactives: at the highest dose activity change, negative = inhibition, most hits filed as inhibitors; further: potency means the concentration at half of the fitted maximal effect; on the % scale 0 is the no-effect control and ±100 the full control effect; nearly all actives have a fitted effect of over 55% in size
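Cells are plated, allowed 12 hours at 37 deg C, then treated with compounds for 24 hr before luciferase detection reagent is added and luminescence is read after 12 min at room temperature. The HEK293 line carries constitutively active GLP-1R with a cAMP-responsive reporter.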
pAkt inh: Akt phosphorylation inhibition; Neuro2A IGF-stimulated pAkt S473 HTRF, 20 min; stronger effect = lower value; activity change, % for hits at 50 µM; hit rate 0.32% among 360,000; in the data active means activity change below about -80%; inconclusive means mostly about -51% to -80%; further: on the % scale 0 is the no-effect control and ±100 the full control effect
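Single-point screen (50 µM final compound) in Neuro2A cells stimulated 20 min with 6 nM IGF at 37 deg C. After lysis, Ser473-phosphorylated Akt read by HTRF (ex 330 nm, em 615/665 nm) as the 665/615 ratio.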
FUS yeast rescue: FUS proteinopathy suppression in yeast. S. cerevisiae FUS-expressing, growth rescue, OD600, 24 h. Potency, µM (doses to about 76.6 µM), inactives show at the highest dose growth rescue (activation), hits mostly activators. hit rate 0.24% among 390,000. AID 1347120;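 further: potency means the concentration at half of the fitted maximal effect; plate controls were DMSO vehicle for no effect and reference control for full effect; nearly all actives have a fitted effect of over 55% in size; some results filed as inactive show a strong effect at the top dose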
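Galactose (2%) drives FUS expression in yeast precultured in raffinose; seeding density OD 0.005. Test compounds incubated 24hr at 30C and 99% humidity before absorbance at 600 nm was measured.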
Abeta rescue: compounds reversing amyloid beta toxicity in yeast; Potency, µM (top dose mostly 46.1 µM), for the others: at the highest dose growth rescue, usual class: activators; yeast expressing A-beta42, growth rescue, OD600, 48 h; response scale: 0% DMSO, 100% iron-clioquinol control; hit rate 0.063% among 410,000; further: potency means the concentration at half of the fitted maximal effect; nearly all actives have a fitted effect of over 55% in size
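Yeast growth medium received pinned compounds, then yeast cells expressing toxic A-beta were added; plates incubated at 30 C for 48 hr. Growth read as absorbance at 600 nm, normalized to DMSO and equimolar FeCl3 plus clioquinol controls.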
Mm-Cpn inhibitor: blocks the Methanococcus maripaludis chaperonin Mm-Cpn; hit rate 0.031% among 330,000; purified Mm-Cpn ATPase, ADP Transcreener TR-FRET; Potency, µM (highest dose often 76.9 µM), inactives show at the top dose activity, negative = inhibition, hits mostly inhibitors; AID 504842; further: potency means the concentration at half of the fitted maximal effect; on the % scale 0 is the no-effect control and ±100 the full control effect; nearly all actives have a fitted effect of over 80% in size
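TR-FRET (320 nm excitation; 590 and 665 nm emission) reports ADP made from 10 uM ATP by 25 nM enzyme; compounds were preincubated 10 min, reaction run 30 min, both at 37°C.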
PTHR1 ag: activates the human parathyroid hormone receptor PTHR1 | Q03431 | HEK293 GP2 PTHR1 cells, GloSensor cAMP luminescence, 1 h | Potency, µM (titrated, usually from 115 µM), for inactives: at the top dose activation, most hits filed as activators | hit rate 0.075% among 410,000 | AID 743266; further: potency means the concentration at half of the fitted maximal effect; nearly all actives have a fitted effect of over 55% in size; some results filed as inactive show a strong effect at the top dose; inactives centre near -15; many of its hits are not listed in these tables
Target sequence (Q03431 whole entry, looked up): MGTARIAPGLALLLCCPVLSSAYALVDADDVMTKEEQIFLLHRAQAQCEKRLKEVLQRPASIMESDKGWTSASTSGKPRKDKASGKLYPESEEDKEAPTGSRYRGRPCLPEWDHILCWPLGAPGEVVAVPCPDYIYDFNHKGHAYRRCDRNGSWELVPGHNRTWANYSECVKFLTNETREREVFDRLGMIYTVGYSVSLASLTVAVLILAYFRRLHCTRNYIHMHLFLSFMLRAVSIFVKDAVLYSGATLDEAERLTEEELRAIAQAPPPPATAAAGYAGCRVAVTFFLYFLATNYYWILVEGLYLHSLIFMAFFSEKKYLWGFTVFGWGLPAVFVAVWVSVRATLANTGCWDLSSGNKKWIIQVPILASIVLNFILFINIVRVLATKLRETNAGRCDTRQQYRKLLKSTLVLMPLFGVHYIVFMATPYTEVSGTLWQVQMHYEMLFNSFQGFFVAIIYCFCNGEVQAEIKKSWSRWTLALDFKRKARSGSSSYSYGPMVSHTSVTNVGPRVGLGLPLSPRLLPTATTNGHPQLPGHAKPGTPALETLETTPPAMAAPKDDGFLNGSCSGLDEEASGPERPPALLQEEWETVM
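HEK-293-derived GP2 cells expressing PTHR1 and a GloSensor cAMP reporter, 3,000/well, plated overnight, given luciferin plus IBMX (each 0.5 mM as added) for 1 h at 37 °C, then compound for 1 h at 37 °C. Luminescence was read after 15 min at room temperature.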
TDP-43 yeast inh: TDP-43 toxicity inhibition in yeast; TDP-43 expressing yeast growth rescue, BacTiter-Glo, 24 h; Potency, µM (highest dose often 46.1 µM), for the others: at the highest dose growth rescue (activation), most hits filed as activators; hit rate 1.8% among 410,000; AID 652104; further: potency means the concentration at half of the fitted maximal effect; % of control where 0% means no effect; nearly all actives have a fitted effect of over 50% in size
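Growth rescue of TDP-43-toxic yeast measured as ATP luminescence (BacTiter-Glo). Cells grown to mid-log in raffinose, induced in galactose at OD600=0.02, exposed to compound 24 hr at 30 deg C.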
aSyn rescue: inhibitors of alpha-synuclein toxicity in yeast. Yeast expressing alpha-synuclein, growth rescue, BacTiter-Glo, 24 h. Potency, µM (titrated, usually from 46.1 µM), without a hit: at the top dose growth rescue (activation), most hits filed as activators. hit rate 0.14% among 370,000; further: potency means the concentration at half of the fitted maximal effect; % of control where 0% means no effect; nearly all actives have a fitted effect of over 65% in size
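Galactose-induced alpha-syn yeast (OD600=0.02, raffinose-pregrown) + pinned cpd, 24 hr, 30 deg C; growth by BacTiter-Glo luminescence. Growth restoration scores as activation.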
* marks the source's active call; other numbers are inactive results; i = inactive; ? = inconclusive; . = not tested or not shown; & = joins results of further samples; [ ] = another dose, or the depositor's remark. Unless noted, the call rests on the fitted dose curve; in most records, active means well fitted curve in the direction sought with a large enough effect; inconclusive means small, poorly fitted or top-dose-only effect, or another doubt; inactive means no such curve, though single readings can be large; an effect the other way counts as inactive or inconclusive. The list is partial, so the mix of outcomes need not match the whole.

SMILES	HEK293 tox	GLP-1R inv ag	pAkt inh	FUS yeast rescue	Abeta rescue	Mm-Cpn inhibitor	PTHR1 ag	TDP-43 yeast inh	aSyn rescue
C=CC[N+](C)(C)CC(=O)OCc1ccccc1	4%	-4%	i	-34%	8%	-2%	i	1%	-8%
CCCCn1c(N)c(N(CCOC)C(=O)CCc2ccc(OC)cc2)c(=O)[nH]c1=O	2%	1%	i	.	0%	3%	-63%[inhibitor]	-2%	1%
C=CCNC(=S)N1CCN(c2cc3c(cc2F)c(=O)c(C(=O)O)cn3CC)CC1	293%[activator]	4%	i	17%	1%	-17%	i	3%	3%
Cn1c(NCc2cccc(Cl)c2)nc2ccccc21	15%	7%	.	-18%	-7%	.	i	4%	.
Cc1c([N+](=O)[O-])c(C(=O)N2CCCC2)nn1C	-9%	0%	i	2%	-1%	1%	-8%[57.5 µM]	2%	0%
CC1CCCCN1CCNC(=O)C1CCCN(c2ncnc3c2nc2n3CCCCC2)C1 (configuration not stated)	-10%	?	i	-6%	6%	1%	i	-6%	3%
O=C(Cc1ccc(S(=O)(=O)N2CCOCC2)s1)Nc1ccc2c(c1)CCC2	-17%	?	i	42%	18%	0%	-2%[57.5 µM]	2%	4%
Cc1ccc(NC(=S)N(Cc2ccccc2)C(C)C)cc1	-2%	3%	i	10%	?	0%	i	?	-2%
Cc1ccc(C)c(CN2CCC(n3nccc3NC(=O)C3CCCC3)CC2)c1	-1%	?	i	.	10%	-1%	i	12%	0%
CN(CC(=O)Nc1c(Cl)cccc1Cl)C(=O)c1cc2ccccc2cc1O	-8%	-17%	i	21%	-7%	1%	21%	-12%	4%
N#Cc1ccccc1NC(=O)CN1CCOCC1	-1%	25%	i	-13%	0%	4%	-14%	-2%	-3%
COc1ccc(CCN2C(=O)C=CC2=O)cc1OC	?	?	i	.	-85%[inhibitor]	.	-8%	?	-80%[inhibitor]
O=C(NC(=S)Nc1cccc([N+](=O)[O-])c1)C1CCCC1	0%	?	i	-9%	?	-1%	-31%[inhibitor]	13µM*	-11%
CN(c1ccc(Cl)cc1)S(=O)(=O)c1nnc(NC(=O)c2ccco2)s1	-2%&-1%	-12%&-11%	i	6%&20%	0%&-15%	2%	-73%[inhibitor]	-8%&2%	3%
COc1ccc(-c2cc(C(=O)NCc3cccnc3)no2)cc1OC	6%	30%	i	10%	18%	-1%	i	3%	8%
N#C/C(=C\c1cccs1)C(=O)NCc1cccnc1	4%	20%	i	-3%	1%	1%	-10%	20%	?
COc1cc(C(=O)Nc2ccc(N(C)C)cc2)cc(OC)c1OC	-8%	31%[activator]	i	13%	8%	-4%	-11%[57.5 µM]	-7%	-4%
CN(C(=O)c1ccc(F)c(S(=O)(=O)N2CCOCC2)c1)C1CCCCC1	-3%	2%	i	5%	-7%	0%	-29%	12%	3%
CC(=O)Nc1ccc(NC(=O)COc2c(C)cc(Br)cc2C)cc1	12%	-2%	i	14%	-16%	0%	-43%[inhibitor]	24%	-2%
O=C(CCCNS(=O)(=O)c1cccs1)N1CCN(c2cccc(Cl)c2)CC1	-2%	-23%	i	24%	1%	0%	-23%[57.5 µM]	7%	7%
CCOCCn1c(CN2CCCCC2)nc2c1c(=O)n(C)c(=O)n2C	1%	4%	i	-14%	-17%	1%	i	-12%	1%
CCOc1ccc(CC(=O)OCn2nnc3ccccc3c2=O)cc1	3%	-18%	i	10%	12%	0%	-6%	-12%[0.397 µM]	0%
CCCn1nnc(NC(=S)NC(=O)CC)n1	?	0%	i	15%	-18%	-30%	19%	24%	-2%
O=C(C1CCN(S(=O)(=O)c2cc(Cl)ccc2Cl)CC1)N1CCCC1	-1%	3%	i	9%	-19%	0%	i	3%	1%
CSc1ncnc2c1ncn2CCCNCc1ccccc1	-11%	20%	i	-9%	-11%	.	-12%	25%	0%
Cc1cc(C)c(C)c(S(=O)(=O)NCc2ccncc2)c1C	3%	-22%	i	-1%	-12%	1%	-22%	-16%	0%
O=c1[nH][nH]c2nc(C(F)(F)F)cc(C(F)(F)F)c12	-12%	-13%	i	0%	6%	1%	-13%[57.5 µM]	25%	1%
Cc1ccc(S(=O)(=O)N(CCC(=O)NCc2ccc(S(N)(=O)=O)cc2)c2ccccc2)cc1	3%	27%	i	13%	10%	2%	i	9%	-5%
CC(C)C[C@@H]1O[C@H](CCc2ccccc2)Cc2[nH][nH]c(=O)c21	5%	?	i	18%	-14%	.	-52%[inhibitor]	24%	?
CC(=O)Nc1cc(-c2ccoc2)cn2c(-c3ccccc3)cnc12	7%	0%	i	14%	1%	.	-8%	5%	3%
O=c1[nH]c(=O)n([C@H]2C[C@H](O)[C@@H](CO)O2)cc1Br	1%	8%	i	-39%	-11%	0%	-21%	0%	2%&9%
COc1cc(C(=O)OC(C)c2ccc(F)cc2)ccc1OCC(=O)N1CCOCC1 (configuration not stated)	5%	-21%	i	18%	7%	1%	-29%	?	0%
CCCCNC(=O)CS(=O)Cc1nc(-c2cccs2)oc1C (configuration not stated)	-1%	5%	i	-17%	-15%	1%	-19%	-1%	-3%
COc1ccc(N(CC(=O)NCC2CCCO2)C(=O)CCC(=O)Nc2cc(C)on2)cc1OC (configuration not stated)	-2%	11%	i	15%	-14%	-1%	-2%	-15%	0%
Cc1cccc(C)c1OCCCCc1c(C)n[nH]c1C	?	0%	i	32%	17%	.	i	19%	4%
CN(C)CCCN(C(=O)CCc1ccccc1)c1nc2ccc(F)cc2s1	3%	?	i	6%	-9%	1%	i	-6%	3%
Cn1nc(C(C)(C)C)cc1C(=O)N1CCCC(c2cc(C(=O)NCc3ccccc3)no2)C1 (configuration not stated)	-1%	?	i	13%	0%	.	-33%[inhibitor]	21%	5%
Nc1nc(-c2ccco2)nn1C(=O)c1ccc([N+](=O)[O-])cc1	2%	11%	i	14%	-6%	4%	i	-29%	-2%
CN(C)S(=O)(=O)c1ccc(-c2csc(N/N=C/c3ccco3)n2)cc1	-7%	32%[activator]	i	38%	-18%	0%	-31%[inhibitor]	-7%	-9%
CC(Oc1ccc2c(-c3ccccc3)cc(=O)oc2c1)C(=O)O (configuration not stated)	2%	9%	i	4%	-16%	0%	6%	-13%	9%
S=C(NC1CC1)N1CCN(C(=S)NC2CC2)CC1	2%	-6%	i	17%	-3%	-5%	i	-15%	7%
O=C(NNC(=O)c1cccnc1SCc1cccc([N+](=O)[O-])c1)c1ccc(F)cc1	4%	-29%	i	.	-14%	0%	-54%[inhibitor]	-2%	-1%
COc1ccc2oc(=O)c(C(=O)N3c4ccccc4CC3C)cc2c1 (configuration not stated)	-1%	-13%	i	39%	-14%	2%	-12%[57.5 µM]	-4%	12%

Assay outcomes: PubChem BioAssay, National Center for Advancing Translational Sciences (NCATS)
